Compound activity: PubChem, Broad Institute
RAD54 inh – blocks human RAD54 Holliday junction branch migration; Q92698; FAM/BHQ fluorescence; AID 602329; 360,000 tested, 0.14% active; inhibition, % at 10.4 µM;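 active means mean normalized replicate activity at least 40 and at least half of replicates scoring 40 or more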;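 further: 0% = median of neutral control wells and 100% = median of positive control wells; inhibitors cause a drop in the FAM fluorescence signal; in these data hits start at about 50%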
ERp5 inh – inhibitors of human ERp5; Q15084; ERp5 insulin aggregation, absorbance 650 nm, 90 min; inhibition, % at 9.99 µM; 350,000 tested, 0.05% active; AID 651711;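 active means mean replicate inhibition above about 25%, with every replicate also reaching it, limit read from the data, passing the limit was not always enough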
Target sequence (Q15084 whole entry, looked up): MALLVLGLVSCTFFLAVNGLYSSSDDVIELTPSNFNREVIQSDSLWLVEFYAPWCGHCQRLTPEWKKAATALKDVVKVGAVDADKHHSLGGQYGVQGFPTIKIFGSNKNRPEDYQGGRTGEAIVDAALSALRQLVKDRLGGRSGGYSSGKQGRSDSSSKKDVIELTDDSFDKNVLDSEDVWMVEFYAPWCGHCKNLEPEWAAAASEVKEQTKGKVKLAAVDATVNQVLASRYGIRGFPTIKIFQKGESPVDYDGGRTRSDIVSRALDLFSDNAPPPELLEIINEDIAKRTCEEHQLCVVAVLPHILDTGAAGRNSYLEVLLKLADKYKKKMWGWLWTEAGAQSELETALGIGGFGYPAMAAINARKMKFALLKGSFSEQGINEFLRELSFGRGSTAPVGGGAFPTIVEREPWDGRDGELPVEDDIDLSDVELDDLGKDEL
E-sel inducer – induces E-selectin expression in human endothelial cells. 260,000 tested, 0.37% active. activation, % at 7.58 µM. P16581. HUVEC E-selectin immunofluorescence imaging; normalized: neutral wells 0, TNF-alpha wells 100;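 active means mean E-selectin-positive cell signal at least 10% of the positive control, reached in at least 60% of replicates, without over 20% cell loss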;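 further: in these data hits start at about 27%; measured in HUVEC primary endothelial cells; signal is the percent of cells scored E-selectin positive by PE staining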
Target sequence (P16581 whole entry, looked up): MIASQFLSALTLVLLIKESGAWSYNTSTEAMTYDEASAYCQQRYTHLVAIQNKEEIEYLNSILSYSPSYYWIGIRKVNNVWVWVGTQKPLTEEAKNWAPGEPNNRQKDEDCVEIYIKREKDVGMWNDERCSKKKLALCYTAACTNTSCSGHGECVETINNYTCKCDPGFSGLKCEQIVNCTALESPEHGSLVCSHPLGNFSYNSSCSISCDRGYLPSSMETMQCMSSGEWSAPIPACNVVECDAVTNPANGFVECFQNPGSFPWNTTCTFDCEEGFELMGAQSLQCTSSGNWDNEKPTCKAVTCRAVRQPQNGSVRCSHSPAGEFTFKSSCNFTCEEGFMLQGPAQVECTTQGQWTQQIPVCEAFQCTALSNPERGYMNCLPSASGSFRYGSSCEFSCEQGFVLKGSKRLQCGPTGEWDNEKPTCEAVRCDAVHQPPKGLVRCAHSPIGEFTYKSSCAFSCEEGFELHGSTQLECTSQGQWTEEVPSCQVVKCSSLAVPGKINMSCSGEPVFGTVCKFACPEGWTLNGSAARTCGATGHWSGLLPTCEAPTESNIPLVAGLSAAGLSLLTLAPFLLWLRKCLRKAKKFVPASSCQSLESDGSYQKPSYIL
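material = human umbilical vein endothelial cells (HUVEC), E-selectin induction | quantity = 3,000 cells/well | medium = EGM-2 growth medium on 0.1% gelatin-coated wells | technique = immunofluorescence imaging | read-out basis = % PE-positive cells | control set = TNF-alpha positive control, DMSO neutral control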
Casp6 inh – inhibitors of human caspase-6 | purified caspase-6, Z-VEID-R110 cleavage fluorescence | inhibition, % at 12.5 µM | 350,000 tested, 0.53% active | AID 686996 | P55212;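 active means mean inhibition across replicates at least about 35%, with every replicate also reaching that limit, limit read from the data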;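 further: 0% = median of neutral control wells and 100% = no fluorescence left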
RAD52 anneal inh – RAD52 (human) annealing inhibition; P43351; recombinant RAD52 DNA annealing, FRET fluorescence; inhibition, % at 18.7 µM; 360,000 tested, 0.46% active;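 active means every replicate showing at least 50% inhibition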
esBAF inh – SWI/SNF esBAF complex inhibition; 350,000 tested, 2% active; mouse ES cells, Bmi1-luciferase knock-in reporter, 24 h; 100% = twice the neutral-well signal; AID 602393; reporter increase, % at 12.5 µM; in the data active means activation above about 40%;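 further: 0% = median of the plate's neutral control wells and 100% = double that signal; a rise in the Bmi1 reporter signal indicates esBAF inhibition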
ARNT TACC3 PPI – disrupts binding between human ARNT and TACC3; Q9Y6A5; AlphaScreen His-ARNT PAS-B/GST-TACC3 binding, luminescence; TACC3 fragment carries E629A point mutation; inhibition, % at 9.99 µM; 390,000 tested, 0.66% active; AID 623870;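 active means mean inhibition of replicates at least 50% and at least half of replicates each reaching 50%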;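 further: 0% = complete ARNT plus TACC3 wells and 100% = ARNT alone without TACC3; many hits fall short of the cut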
PglD DTNB – blocks C. jejuni PglD acetyltransferase activity. purified PglD enzyme, DTNB colorimetric CoA detection. inhibition, % at 12.5 µM. 360,000 tested, 0.098% active; in the data active means inhibition above about 16%, passing the limit was not always enough; further: strong numbers were not always called active
Starred values were filed as active, the others as inactive; . = not tested or not shown.

SMILES | RAD54 inh | ERp5 inh | E-sel inducer | Casp6 inh | RAD52 anneal inh | esBAF inh | ARNT TACC3 PPI | PglD DTNB
Fc1ccc(Cn2c(SCc3ccc(F)c(C(F)(F)F)c3)nnc2C(F)(F)F)cc1 | -3 | . | . | . | . | -3 | -9 | 9
CC(C)c1ccccc1N1CC(C(=O)O)CC1=O (centres undefined) | -12 | 2 | . | 1 | -14 | -3 | 0 | -2
O=C(NCCN1CCN(c2ccccc2F)CC1)c1cccn2c(=O)c3ccccc3nc12 | 12 | . | . | . | . | -11 | -4 | -1
NC(=O)c1ccc(NC(=O)COC(=O)c2c3c(nc4ccccc24)/C(=C\c2ccc4c(c2)OCO4)CCC3)cc1 | . | -1 | . | 2 | -51 | . | -4 | .
Cc1ccc(OCC(=O)NC(C)c2ccccc2)cc1 (centres undefined) | -1 | 2 | -0.1 | 2 | -4 | -3 | 0 | 0
COC(=O)Cc1c(C)c2ccc(OCC(=O)N3CCOCC3)cc2oc1=O | 0 | . | . | . | . | -6 | 3 | 7
COc1ccc(C(=O)Nn2c(C)nc3ccccc3c2=O)c(OC)c1 | . | -4 | . | 1 | -4 | -5 | -12 | .
COc1ccc(OC)c(S(=O)(=O)Nc2ccc(C(C)=O)cc2)c1 | -4 | . | . | . | . | -1 | -18 | -2
Cc1ccc(NC(=O)C(=O)NCCN2CCN(Cc3ccc([N+](=O)[O-])cc3)CC2)cc1 | . | -1 | -0.4 | 0 | -13 | . | -7 | .
CCCNC(=O)C[C@@H]1CC[C@@H]2[C@@H](COc3ccc(NC(=O)c4cccc(Cl)c4)cc3C(=O)N2C)O1 | . | . | 0.2 | . | -7 | -5 | . | 1
CCC(CC)c1nnc(NC(=O)COc2ccc3c(C)cc(=O)oc3c2)s1 | 1 | . | . | . | . | -1 | 24 | -2
C=COCCNC(=O)C1CC(=O)N(c2ccc(C)cc2)C1 (centres undefined) | -2 | . | . | . | . | -1 | -7 | 4
COCC(=O)Nc1ccc2c(c1)OC[C@H](C)N(C(=O)CC1CC1)C[C@H](C)[C@H](OC)CN(C)C2=O | 0 | -3 | 0.1 | -1 | -1 | 1 | -6 | 1
O=C(C1COc2ccccc2O1)N1CCN(c2ccc([N+](=O)[O-])cc2)CC1 (centres undefined) | 3 | 3 | . | 0 | -15 | -14 | . | -8
CCOC(=O)C(CC)n1cnc2c(nnn2-c2ccccc2)c1=O (centres undefined) | -5 | . | . | . | . | 10 | 4 | 2
CSCCC(NS(=O)(=O)c1ccc(C)cc1C)C(=O)Nc1cccnc1 (centres undefined) | -12 | 5 | -1.2 | -2 | -13 | -7 | 2 | 1
COc1cccc(C2c3c(-c4ccccc4O)n[nH]c3C(=O)N2Cc2ccco2)c1 (centres undefined) | 11 | 9 | -1.3 | 1 | -12 | -7 | 0 | 1
C=CCNC(=O)C1CCN(S(=O)(=O)c2ccc3ccccc3c2)CC1 | 5 | 8 | -0.3 | 0 | -2 | 1 | -6 | 2
CN(C)CC#Cc1ccc([C@@H]2[C@@H](CO)N3CCCCN(C(=O)CN(C)C)C[C@H]23)cc1 | -1 | -2 | 1.0 | 17 | 61* | -2 | -1 | 3
COc1ccc(C(=O)n2nc(-c3ccc(C)cc3)nc2N)cc1OC | -6 | 11 | . | -5 | -7 | . | . | -3
CCN(CC)CCN1C(=O)C(=O)/C(=C(/O)c2ccc(S(=O)(=O)N3CCOCC3)cc2)C1c1ccc(C(C)C)cc1 (centres undefined) | 3 | -1 | . | 5 | 4 | 2 | -3 | -3
CCOc1ncccc1C(=O)OCC(=O)Nc1cccc(S(=O)(=O)N2CCCCCC2)c1 | 2 | 1 | -0.1 | -2 | -9 | 0 | -5 | -1
O=C(c1ccc(F)cc1)N1CCCC(c2nc(-c3cccs3)no2)C1 (centres undefined) | . | -1 | . | 0 | -1 | . | 2 | .
COc1ccc(-c2coc3c(C(=O)Nc4cccc(C(C)=O)c4)cccc23)c(C)c1 | 0 | 8 | -0.2 | -3 | -10 | 8 | . | 0
CC(=O)N1[C@H](C(=O)NCc2ccccc2)[C@@H](CO)[C@@H]2Cn3c(cccc3=O)[C@@H]21 | . | 7 | -0.3 | -1 | -14 | . | . | .
CCCC(C(=O)NCC1CCCO1)N(C(=O)CNS(=O)(=O)c1ccccc1)c1ccc(F)cc1 (centres undefined) | -8 | 2 | . | 0 | -7 | 0 | -4 | 0
O=C(OCc1ccccc1)N(CCCCN(CCCNCc1ccccc1)C(=O)OCc1ccccc1)CCCNCc1ccccc1 | . | -1 | 2.0 | 7 | -13 | . | 12 | .
O=C(CSc1nc(N2CCOCC2)nc(N2CCOCC2)n1)Nc1cccc(C(F)(F)F)c1 | -4 | -8 | -0.1 | 0 | -12 | -8 | 0 | -3
O=C1[C@H]2C(c3ccccc3)=NN(c3ccccc3)[C@H]2C(=O)N1c1ccccc1 | . | -3 | 0.0 | 1 | -19 | . | -10 | .
COc1cccc(CNC(=O)CCNS(=O)(=O)c2ccc3[nH]c(=O)oc3c2)c1 | -7 | . | . | . | . | 4 | 3 | -2
CCOC(=O)C1CCN(S(=O)(=O)c2ccc3c(c2)CC(C)N3C(=O)C2CC2)CC1 (centres undefined) | -23 | -1 | . | 1 | 1 | -3 | 5 | 3
C[C@@H]1CN([C@H](C)CO)C(=O)c2cc(NC(=O)Nc3cccc4ccccc34)ccc2O[C@@H]1CN(C)Cc1ccc(C(=O)Nc2ccccc2N)cc1 | -2 | -1 | 5.7 | 1 | 3 | -14 | 12 | 3
COc1ccc(-n2cnnc2SCC(=O)NC2CCCc3ccccc32)cc1 (centres undefined) | . | 2 | 0.1 | 0 | -3 | . | 5 | .
Cc1noc(C)c1NC(=O)Nc1cccc2c1O[C@H](CN(C)C(=O)Nc1ccc3c(c1)OCO3)[C@H](C)CN([C@H](C)CO)C2=O | -2 | -1 | -0.1 | -1 | 5 | 2 | -5 | 1
O=C(O)C1Cc2[nH]cnc2C(c2cccc([N+](=O)[O-])c2)N1 (centres undefined) | . | -5 | . | 5 | -1 | . | 40 | .
Cc1ccc(S(=O)(=O)N(C)C[C@@H]2Oc3c(NC(=O)Nc4ccc(F)cc4)cccc3C(=O)N([C@@H](C)CO)C[C@@H]2C)cc1 | -1 | -3 | -0.1 | 3 | -2 | -2 | -9 | 2

A draw from above in order of length of the SMILES, low to high:
SMILES | RAD54 inh | ERp5 inh | E-sel inducer | Casp6 inh | RAD52 anneal inh | esBAF inh | ARNT TACC3 PPI | PglD DTNB
Cc1ccc(OCC(=O)NC(C)c2ccccc2)cc1 (centres undefined) | -1 | 2 | -0.1 | 2 | -4 | -3 | 0 | 0
CCOC(=O)C(CC)n1cnc2c(nnn2-c2ccccc2)c1=O (centres undefined) | -5 | . | . | . | . | 10 | 4 | 2
COc1ccc(C(=O)n2nc(-c3ccc(C)cc3)nc2N)cc1OC | -6 | 11 | . | -5 | -7 | . | . | -3
O=C(C1COc2ccccc2O1)N1CCN(c2ccc([N+](=O)[O-])cc2)CC1 (centres undefined) | 3 | 3 | . | 0 | -15 | -14 | . | -8
O=C(CSc1nc(N2CCOCC2)nc(N2CCOCC2)n1)Nc1cccc(C(F)(F)F)c1 | -4 | -8 | -0.1 | 0 | -12 | -8 | 0 | -3
CC(=O)N1[C@H](C(=O)NCc2ccccc2)[C@@H](CO)[C@@H]2Cn3c(cccc3=O)[C@@H]21 | . | 7 | -0.3 | -1 | -14 | . | . | .
COCC(=O)Nc1ccc2c(c1)OC[C@H](C)N(C(=O)CC1CC1)C[C@H](C)[C@H](OC)CN(C)C2=O | 0 | -3 | 0.1 | -1 | -1 | 1 | -6 | 1
NC(=O)c1ccc(NC(=O)COC(=O)c2c3c(nc4ccccc24)/C(=C\c2ccc4c(c2)OCO4)CCC3)cc1 | . | -1 | . | 2 | -51 | . | -4 | .
Cc1noc(C)c1NC(=O)Nc1cccc2c1O[C@H](CN(C)C(=O)Nc1ccc3c(c1)OCO3)[C@H](C)CN([C@H](C)CO)C2=O | -2 | -1 | -0.1 | -1 | 5 | 2 | -5 | 1
Cc1ccc(S(=O)(=O)N(C)C[C@@H]2Oc3c(NC(=O)Nc4ccc(F)cc4)cccc3C(=O)N([C@@H](C)CO)C[C@@H]2C)cc1 | -1 | -3 | -0.1 | 3 | -2 | -2 | -9 | 2

Other records follow:
SMILES | RAD54 inh | ERp5 inh | E-sel inducer | Casp6 inh | RAD52 anneal inh | esBAF inh | ARNT TACC3 PPI | PglD DTNB
C[C@@H]1CN([C@@H](C)CO)C(=O)c2cccc(NC(=O)c3ccncc3)c2O[C@@H]1CN(C)Cc1ccc(Cl)c(Cl)c1 | 2 | -1 | -9.7 | 2 | -9 | -3 | 0 | -1
CC1CCN(c2ccc(C(=O)Nc3ccc4c(c3)OCO4)cc2[N+](=O)[O-])CC1 | . | 1 | . | 1 | 2 | . | 1 | .
Cc1ccc(NC(=O)c2ccc(=O)[nH]n2)cc1S(=O)(=O)Nc1ccccc1Cl | 8 | 3 | . | 1 | -9 | 6 | 0 | 1
COc1ccc(N(C)S(=O)(=O)c2cccc(C(=O)NCc3ccc(C)cc3)c2)cc1 | 1 | -12 | . | 1 | -9 | -4 | 6 | -2
O=C(Nc1cccc(-c2ccc(N3CCCCC3)nn2)c1)c1ccc(Br)o1 | 5 | 0 | 0.5 | 2 | -35 | -8 | -1 | -1
Cc1cnc(NC(=O)c2sc3ccccc3c2Cl)s1 | . | 0 | . | 3 | -17 | . | -3 | .
C=CCNC(=O)COC(=O)c1c2c(nc3ccccc13)CCC2 | 2 | 3 | 0.0 | -3 | -18 | 15 | . | -2
COc1ccccc1-c1cnc2c(c1)C(=O)N([C@H](C)CO)C[C@H](C)[C@H](CN(C)Cc1ccc(C(=O)O)cc1)O2 | 21 | 0 | 1.5 | -1 | 19 | -18 | . | 6
N#C[C@H]1[C@@H](c2ccccc2)[C@H](CO)N1C(=O)Nc1cccc(F)c1 | 12 | -3 | 1.4 | 1 | -18 | 0 | -5 | 0
C[C@H](CO)N1C[C@H](C)[C@@H](CN(C)C(=O)Nc2ccc(C(F)(F)F)cc2)Oc2c(NC(=O)Nc3ccc(F)cc3)cccc2C1=O | 5 | -7 | 0.0 | 2 | -2 | 6 | -16 | 1
COc1ccccc1CN1C[C@H](C)[C@H](OC)CN(C)C(=O)c2ccc(NC(C)=O)cc2OC[C@H]1C | -14 | -1 | 0.0 | 1 | 7 | -3 | -11 | 3
CCOC(=O)C1=NN(c2ccccc2)C(=O)/C1=C\c1ccc(N(C)C)cc1 | -6 | . | -1.7 | . | . | -6 | 2 | 3
c1ccc(Cn2nnnc2CN2CCN(Cc3ccc4c(c3)OCO4)CC2)cc1 | 1 | . | . | . | . | 4 | 5 | -3
CCc1cccc(CC)c1NC(=O)COC(=O)Cc1ccsc1 | . | -2 | -2.4 | 0 | -6 | . | 3 | .
COCC#Cc1cnc2c(c1)C(=O)N([C@H](C)CO)C[C@H](C)[C@H](CN(C)C(=O)C1CCOCC1)O2 | . | 2 | 0.1 | -1 | 1 | . | . | .
COc1ccccc1CNC(=O)c1ccc(N(C)S(=O)(=O)c2ccc(C)cc2)cc1 | 3 | 4 | -0.9 | -4 | -3 | 5 | -7 | -3
O=C(C[C@H]1CC[C@@H]2[C@H](COC[C@@H](O)CN2C(=O)Nc2cccc(F)c2)O1)NCc1ccccc1F | -3 | -3 | 0.1 | 1 | 5 | 18 | -23 | -4
COc1ccc(Nc2nc(-c3cccs3)nc3ccccc23)c(OC)c1 | -1 | . | . | . | . | -1 | -5 | -5
COc1ccc(Nc2cc(C)nc3nc(C)nn23)cc1Cl | -6 | 0 | 1.3 | 0 | 1 | -6 | 11 | -3
Cn1c(CC(=O)Nc2ccccc2F)nnc1SCC(=O)NC1CCCCC1 | 14 | -4 | . | 1 | -9 | -3 | 1 | -3
CC1CCCCN1CCNC(=O)c1ccc2c(c1)N(Cc1ccccc1F)C(=O)c1ccccc1S2=O (centres undefined) | . | -3 | . | -4 | -3 | . | 2 | .
